CF NFkB inh = inhibitors of PAF-induced NF-kB signaling, primary screen, cell-based, GFP fluorescence, uHTS. KKLEB NF-kB-GFP reporter, GFP fluorescence overnight. inhibition, % at 5 µM. hit rate 0.86% among 360,000;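 active means at least 50% inhibition at 5 µM, scaled per plate between neutral and stimulator controls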;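 further: PAF is a Pseudomonas aeruginosa culture filtrate used as stimulus; plate controls were PAF-stimulated DMSO wells for no effect and unstimulated DMSO wells for full effect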
Shn3 inh set2 = reduction of Shn3 3'UTR firefly luciferase signal, primary screen, Schnurri-3 inhibitor project, cell-based, Clone20 osteoblasts, set 2; inhibition, % at 12.5 µM; AID 588674, 2011; Clone20 osteoblast Shn3 3'UTR firefly luciferase, 24 h; hit rate 0.52% among 360,000;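 active means mean inhibition of at least 75% with every replicate also reaching 75%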;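 further: 0% = median of neutral control wells and 100% = pilot-screen positive control compound; some compounds past the cut are filed as inactive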
MITF TRPM1 inh = inhibitors of MITF-dependent TRPM1 promoter reporter, primary screen, cell-based, SK-MEL-5, single point, luciferase. AID 488899, 2010. inhibition, % at 12.5 µM. SK-MEL-5 TRPM1 promoter luciferase, 24 h. hit rate 0.83% among 330,000;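 active means mean inhibition across replicates of 60% or more, whatever share of single replicates reaches that level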; further: values of inactives mirror those of a sister screen read the other way
NR2E3 ag-1 = NR2E3 agonists in two-hybrid cells, primary screen, cell-based, luminescence, CHO-S, Gal4-NCOR/VP16-NR2E3; Photoreceptor-specific nuclear receptor (Homo sapiens), Q9Y5X4; luciferase; inhibition of corepressor binding, % at 3.98 µM; hit rate 0.35% among 360,000; AID 602229, 2012;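 active means inhibition above the mean of all tested compounds plus 3 SD, cut at about 70% in these data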;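 further: 0% = DMSO with NR2E3 transfected cells and 100% = cells lacking NR2E3 construct; higher means lower luciferase signal from less NR2E3 corepressor binding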
Target sequence (Q9Y5X4 whole entry, looked up, the tested form may be a part): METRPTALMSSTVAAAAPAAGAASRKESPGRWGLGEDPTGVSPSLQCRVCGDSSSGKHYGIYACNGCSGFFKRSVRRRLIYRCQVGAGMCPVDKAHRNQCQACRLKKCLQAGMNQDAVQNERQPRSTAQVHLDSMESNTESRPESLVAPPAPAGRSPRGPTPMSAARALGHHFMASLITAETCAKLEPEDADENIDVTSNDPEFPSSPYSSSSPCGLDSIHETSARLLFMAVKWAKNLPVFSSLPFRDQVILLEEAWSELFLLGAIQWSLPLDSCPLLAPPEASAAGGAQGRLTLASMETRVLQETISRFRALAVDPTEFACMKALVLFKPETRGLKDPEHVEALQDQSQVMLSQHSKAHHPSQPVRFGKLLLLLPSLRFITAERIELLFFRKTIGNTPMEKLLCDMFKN
TRAIL sens C8 = viability loss with TRAIL in NB7+C8 cells, primary screen, TRAIL sensitizer project, cell-based, ATPlite luminescence; hit rate 1% among 360,000; inhibition (viability loss, TRAIL sensitization), % at 10 µM;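 active means compounds causing at least 50% loss of cell viability in the single-dose screen, relative to plate controls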
KKLEB tox = cytotoxicity in KKLEB CF airway cells, primary screen, cytotoxicity control for CF NF-kB inhibitor project, cell-based, uHTS, fluorescence assay plates; KKLEB CF airway cells viability, ATPlite luminescence, overnight; hits give low values; cells stimulated with P. aeruginosa culture filtrate; activity change (cytotoxicity), % at 5 µM; hit rate 0.36% among 360,000;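 active means corrected activity change at or below -50% at 5 µM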
Peg3 promoter = Peg3 promoter-driven luciferase inhibitors, primary screen, cell-based, HeLa, luciferase luminescence | HeLa PEG-Prom luciferase reporter, overnight | hit rate 1.7% among 360,000 | inhibition, % at 20 µM;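 active means inhibition of at least 50% at 20 µM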
NR2E3 ag-2 = inhibitors of NR2E3-RetCOR corepressor binding, primary screen, NR2E3 agonist project, biochemical, TR-FRET, GST-NR2E3, biotin-RetCOR. AID 2300, 2010. inhibition of corepressor binding, % at 4.78 µM. hit rate 0.12% among 320,000. 1536-well;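 active means percent inhibition above the cutoff of mean plus 3 SD of all tested compounds, set per screening campaign, cut at about 20% in these data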;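 further: 0% = DMSO wells and 100% = biotin wells as full block of FRET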
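Material: NR2E3–RetCOR corepressor complex / Amount: 1.35 nM GST-NR2E3 / Medium: Tris pH 7.5 / Compound: single nominal compound dose of 4.8 µM / Incubation: 5 h at 4 °C / Technique: TR-FRET, Eu(K)-anti-GST donor, streptavidin-D2 acceptor, ex 340, em 617/671 nm / Read-out basis: percent loss of FRET ratio relative to control wells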
LMP1 NFkB inh = EBV LMP1-driven NF-kappaB luciferase reporter inhibitors, primary screen, cell-based, luminescence, single point; hit rate 0.69% among 350,000; inhibition, % at 12.5 µM; AID 504558, 2011; LMP1-induced NF-kappaB luciferase reporter cells; in the data active means inhibition above about 41%;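 further: 0% = neutral control wells and 100% = reference inhibitor control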
iPSC survival up = enhancers of single-cell hiPSC survival, primary screen, ATPlite luminescence; survival enhancement, % at 20 µM; hit rate 0.044% among 360,000; AID 602274, 2012; 100% = ROCK inhibitor wells, 0% = DMSO; in the data active means survival enhancement above about 18%;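 further: cells exposed to compounds for 16 hours before the ATP read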
HIF-2a inh = HIF-2a reporter inhibitors, primary screen, luminescence, 786-0 RCC cells; 786-0 RCC cells HIF-2a reporter, luciferase luminescence, overnight; inhibition, % at 18.8 µM; hit rate 0.72% among 360,000;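 active means inhibition of the luminescence signal of 40% or more relative to plate controls, in a single-dose primary screen at 18.75 µM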
* marks the source's active call; other numbers are inactive results; / = not tested or not shown.

Results follow in this order: CF NFkB inh, Shn3 inh set2, MITF TRPM1 inh, NR2E3 ag-1, TRAIL sens C8, KKLEB tox, Peg3 promoter, NR2E3 ag-2, LMP1 NFkB inh, iPSC survival up, HIF-2a inh
O=C(Cn1c(=O)oc2ccccc21)c1ccccc1
 : -5, /, 1, 0, -7, 4, -12, -1, -9, -2.4, -10
CCOc1cc(/C=C2\C(=N)N3N=C(CC)SC3=NC2=O)ccc1OCCOc1ccc(NC(C)=O)cc1
 : -15, 0, -4, -2, -3, 9, 10, 1, 6, 0.9, 14
CCCn1c(N)c(C(=O)CSc2nnc(C3CC3)n2C2CC2)c(=O)[nH]c1=O
 : -18, -3, 1, 7, -3, -4, 8, /, -7, 1.0, 9
Cc1ccc(SCC(=O)OCC(=O)N(C)CC(=O)Nc2ccc(F)cc2)cc1
 : 4, -5, -5, -6, 8, -4, 4, 7, 1, -0.4, 2
COc1ccccc1C=NNC(=O)C(=O)NN=Cc1ccccc1OC
 : -4, 4, 3, -2, -16, 7, 14, /, 0, -2.4, -2
COc1cccc(NC(=O)CSc2ncc(S(=O)(=O)c3ccccc3)c(=O)[nH]2)c1
 : -7, -5, 1, 10, -3, 8, -3, 3, 2, -0.5, 6
CN(C)/C=C1/C(=O)Nc2ccccc21
 : 0, -2, 14, 9, -3, 5, 13, -2, -7, 3.1, 13
COC(=O)C1(C)CCCC2(C)C3CCC(C(C)C)C(CO)C3C(CO)CC12 (stereo not given)
 : -3, 23, /, 24, 8, -9, 30, /, 0, -0.4, -11
O=C(NCC(O)c1ccc([N+](=O)[O-])cc1)c1cccc(S(=O)(=O)N2CCCC2)c1 (stereo not given)
 : -7, 3, 7, 0, 0, 1, 19, 2, -22, -3.7, 5
CC(C)CCN1CCC(N)=NC1=O
 : 5, 4, -16, -6, 2, -3, 24, /, -9, 1.2, 17
Cc1cccc(OCc2nc3c4c(ncn3n2)-c2ccccc2CC42CCCC2)c1
 : 11, -13, 15, -9, -4, -9, 10, 1, -10, -0.5, 21
COc1ccc(CN2CCN(C)CC2)cc1OCc1ccccc1
 : -2, -6, -3, 5, -1, 8, -1, -2, -3, -2.6, 6
O=C(CSCc1ccccc1Cl)NCCSc1ccccn1
 : -8, -13, -25, -3, 0, 13, -15, -1, -3, -0.1, -63
C=CCn1c(NC(=O)c2ccccc2)nc2ccccc21
 : -4, 1, -2, -47, 9, 7, -225, -2, -19, -0.6, -171
CC(Sc1nnc(C(F)(F)F)n1C)C(=O)Nc1ccc(N2CCOCC2)cc1 (stereo not given)
 : -8, -5, 9, -6, -8, 8, 20, /, 1, 0.4, 1
Cc1nc2[nH]c(=O)c3c(n2n1)NC1=C(C(=O)CC(C)(C)C1)C3c1ccc(F)cc1 (stereo not given)
 : 8, -8, -1, -8, -3, 1, 4, -3, -4, 4.1, 9
COc1ccc(OCc2cc(C(=O)N(C)Cc3cnccn3)no2)c(Cl)c1
 : 4, -24, -62, -54, -9, -6, -115, 2, -11, 0.5, -152
COc1ccc2c(c1)C=C(CN1CCN(Cc3ccccc3C)C(CCO)C1)CO2 (stereo not given)
 : 16, 29, 2, -6, -8, -12, 8, 1, 2, 0.3, 19
C=CCn1c(NCCc2ccccc2)nc2c1c(=O)n(C)c(=O)n2C
 : 7, 82, 9, 51, 25, -5, 13, 2, 37, -2.4, 24
O=C(Cc1cccs1)Nn1c(Cc2cccs2)nc2ccccc2c1=O
 : 4, 4, -9, -8, 3, 19, 2, 0, -3, 0.1, -16

Later entries
Results follow in this order: CF NFkB inh, Shn3 inh set2, MITF TRPM1 inh, NR2E3 ag-1, TRAIL sens C8, KKLEB tox, Peg3 promoter, NR2E3 ag-2, LMP1 NFkB inh, iPSC survival up, HIF-2a inh
c1ccc(CC2CCN(Cc3nc(-c4ccccc4)no3)CC2)cc1
 : -9, -7, -12, -48, 9, 10, -56, 1, -7, -0.4, -124
ClC(Cl)c1nnc(-c2ccccc2)c(-c2c[nH]c3ccccc23)n1
 : -6, 12, 42, -10, -5, 2, 48, 3, -49, -1.5, 2
NCC(=O)CCC(=O)O
 : -4, -14, 10, -26, 2, -4, -1, 2, 3, 2.6, 7
COc1cc(/C=N/NC(=O)c2ccccc2Cl)ccc1Oc1ccc([N+](=O)[O-])cn1
 : -10, -5, 19, -24, -14, 2, 31, 4, -5, 2.9, 12
CCC(=O)N1CCC(C)(C(=O)Nc2nccc3ccccc23)C1 (stereo not given)
 : -3, 13, /, 2, -6, 4, -11, /, /, 2.3, 16
C=C1SC(=Nc2c(C)cc(C)cc2C)N(C(=O)c2sc3ccccc3c2Cl)C12CCCCC2
 : -24, 31, 7, -18, -8, 16, 9, 1, -6, 0.9, 9
Cc1cccc(C2=NN(c3ccccc3)[C@@H](C(=O)N3CCOC3=O)[C@@H]2c2ccc(F)cc2)c1
 : 13, 16, 8, -8, 13, -7, 2, /, -3, 0.7, 0
CN(C)CCNC(=O)c1coc(=O)c(Br)c1
 : -5, -15, -3, -9, -10, -3, 10, -3, -6, -3.7, 19
Cc1ccc(CN2C(=O)CSC(C)C2=O)cc1 (stereo not given)
 : 0, 16, 2, -4, -9, -10, 2, 0, -1, -0.6, 12
Cc1ccc(Cl)cc1N1CCN(C(=O)CSc2nnc3n2C(C)(C)Cc2ccccc2-3)CC1
 : 23, 77, 34, 87*, 27, -8, 21, 0, 10, 1.5, 10
CCC(=O)Nc1nonc1-c1nc2ccccc2n1CC(C)C
 : 47, 22, 7, -25, 12, -23, 22, 1, 11, -1.1, 10
Cc1cc(NS(=O)(=O)c2ccc(NC(=O)CCSc3ccc(F)cc3)cc2)nc(C)n1
 : -28, 7, 1, -15, 3, 10, 13, 0, 13, -0.1, 16
N#Cc1c(C(F)(F)F)cc(-c2ccccc2Cl)[nH]c1=O
 : -5, -7, 3, -4, -10, 0, 13, 3, 2, 0.6, 14
COc1ccc(CNC(=O)C23CC4CC(CC(Br)(C4)C2)C3)cc1
 : 5, 16, -4, 10, -25, 6, 0, -2, 2, -0.3, 11
Cc1ccc(CS(=O)Cc2ccc(C(=O)NC3CCC(C)CC3)o2)cc1 (stereo not given)
 : -14, -2, 5, 12, -13, 28, -3, 0, -6, 1.1, -15
COc1cc(OC)cc(C(=O)N[C@H](C(=O)OCC(=O)Nc2cccnc2Cl)C(C)C)c1
 : 12, -10, /, -6, -1, 6, 22, -1, -5, -0.4, 10
O=C1CC(c2ccccc2Cl)=NN(c2ncnc3ccccc23)C1=O
 : -1, -6, 16, -31, -8, -1, -28, 2, -5, 0.6, -45
Cn1nnnc1SCC(=O)Nc1cccc(S(=O)(=O)N2CCCCC2)c1
 : -1, 6, 5, 10, 2, 5, 12, /, -2, 0.2, 1
Cc1ccc(NC(=O)c2ccn(C(=O)Nc3ccccc3)n2)c(C)c1
 : 11, -43, -30, -11, 9, -3, -92, -1, -5, 0.3, -113
CCOc1ccc2nc(SCC(=O)N3c4ccccc4Sc4ccccc43)c(C#N)cc2c1
 : 8, 15, 10, 11, 0, -17, 6, -1, 9, 1.3, 16

Entries listed so far marked active in NR2E3 ag-1:
SMILES | CF NFkB inh | Shn3 inh set2 | MITF TRPM1 inh | NR2E3 ag-1 | Peg3 promoter | NR2E3 ag-2 | LMP1 NFkB inh | HIF-2a inh
Cc1ccc(Cl)cc1N1CCN(C(=O)CSc2nnc3n2C(C)(C)Cc2ccccc2-3)CC1 | 23 | 77 | 34 | 87* | 21 | 0 | 10 | 10

The list continues:
Results follow in this order: CF NFkB inh, Shn3 inh set2, MITF TRPM1 inh, NR2E3 ag-1, TRAIL sens C8, KKLEB tox, Peg3 promoter, NR2E3 ag-2, LMP1 NFkB inh, iPSC survival up, HIF-2a inh
CC1Cc2ccccc2N1CC(=O)Nc1ccc(S(N)(=O)=O)cc1 (stereo not given)
 : -8, 0, 5, -16, -10, 25, 21, -4, -4, 1.0, 11
O=c1[nH]c(-c2ccccc2)c(-c2ccccc2)o1
 : -5, -4, 0, -25, -13, 7, 9, -1, -2, 0.4, 15
O=C(O)CC1C(=O)OCN1C(=O)OCc1ccccc1 (stereo not given)
 : -18, -11, -3, 14, -15, 2, -5, 3, -1, -0.3, 8
Cc1ccc(S(=O)(=O)Nc2ccc3c(c2)C(=O)N([C@H](C)CO)C[C@@H](C)[C@@H](CN(C)C(=O)Nc2cccc4ccccc24)O3)cc1
 : 37, 2, 8, -31, 10, -13, 14, /, 10, 2.4, 14
Cc1n[nH]c(C)c1S(=O)(=O)N1CCCC(C(=O)O)C1 (stereo not given)
 : -5, 28, 8, -1, -1, 14, -10, /, 2, -0.5, 7
Cc1cc(C)cc(OCC(=O)Nc2cc(C)on2)c1
 : -3, 16, 11, -14, -5, 1, -4, -1, -3, -0.5, -15
Cc1ccc(NC(=O)COC(=O)CNC(=O)c2ccc(C)s2)cc1
 : -12, -22, 1, 14, 10, 10, -11, 5, -4, 0.4, 13
COc1ccccc1NC(=O)c1sc2nc(-c3ccco3)ccc2c1N
 : -39, 1, -4, -43, -10, 7, -105, 6, 1, 0.4, -58
CC(Nc1ccc2ccccc2c1)C(=O)N/N=C/c1ccncc1 (stereo not given)
 : 35, 3, 18, -15, -9, 8, 10, 5, 3, -0.3, 4
O=C(Nc1ccc([N+](=O)[O-])cc1)C1CC1(c1ccccc1)c1ccccc1 (stereo not given)
 : 4, 20, 3, -13, 2, -7, -16, 0, 3, -0.2, 15
CCCn1c(=NC(C)=O)c(C(=O)OCC)cc2c(=O)n3ccccc3nc21
 : -47, -5, 2, -12, -5, 20, 22, 4, -5, 0.4, -18
CCOC(=O)C1CCN(C(=O)c2ccc3c(c2)C(=O)N(c2ccccc2C)C3=O)CC1
 : 24, -3, 1, -16, -4, -5, 6, -1, 1, -0.1, 2

Compound activity from PubChem BioAssay.

This is a subset. The share of hits here may be higher or lower than overall.
